Pf apPOL block: Pf-apPOL DNA polymerase inhibition; Recombinant Pf-apPOL, molecular beacon fluorescence, 1.5 h; inhibition, % at 10 µM; hit rate 0.25% among 210,000; AID 1794808
mHTT-CaM PPI inh: disrupts binding of mutant huntingtin to calmodulin. P42858. AlphaScreen His-mHTT/GST-CaM binding, luminescence. inhibition, % at 15 µM. hit rate 3.6% among 190,000. AID 1671202;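 further: 0% = both proteins with DMSO and 100% = one protein alone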
Target sequence (P42858 whole entry, looked up, stated change not applied): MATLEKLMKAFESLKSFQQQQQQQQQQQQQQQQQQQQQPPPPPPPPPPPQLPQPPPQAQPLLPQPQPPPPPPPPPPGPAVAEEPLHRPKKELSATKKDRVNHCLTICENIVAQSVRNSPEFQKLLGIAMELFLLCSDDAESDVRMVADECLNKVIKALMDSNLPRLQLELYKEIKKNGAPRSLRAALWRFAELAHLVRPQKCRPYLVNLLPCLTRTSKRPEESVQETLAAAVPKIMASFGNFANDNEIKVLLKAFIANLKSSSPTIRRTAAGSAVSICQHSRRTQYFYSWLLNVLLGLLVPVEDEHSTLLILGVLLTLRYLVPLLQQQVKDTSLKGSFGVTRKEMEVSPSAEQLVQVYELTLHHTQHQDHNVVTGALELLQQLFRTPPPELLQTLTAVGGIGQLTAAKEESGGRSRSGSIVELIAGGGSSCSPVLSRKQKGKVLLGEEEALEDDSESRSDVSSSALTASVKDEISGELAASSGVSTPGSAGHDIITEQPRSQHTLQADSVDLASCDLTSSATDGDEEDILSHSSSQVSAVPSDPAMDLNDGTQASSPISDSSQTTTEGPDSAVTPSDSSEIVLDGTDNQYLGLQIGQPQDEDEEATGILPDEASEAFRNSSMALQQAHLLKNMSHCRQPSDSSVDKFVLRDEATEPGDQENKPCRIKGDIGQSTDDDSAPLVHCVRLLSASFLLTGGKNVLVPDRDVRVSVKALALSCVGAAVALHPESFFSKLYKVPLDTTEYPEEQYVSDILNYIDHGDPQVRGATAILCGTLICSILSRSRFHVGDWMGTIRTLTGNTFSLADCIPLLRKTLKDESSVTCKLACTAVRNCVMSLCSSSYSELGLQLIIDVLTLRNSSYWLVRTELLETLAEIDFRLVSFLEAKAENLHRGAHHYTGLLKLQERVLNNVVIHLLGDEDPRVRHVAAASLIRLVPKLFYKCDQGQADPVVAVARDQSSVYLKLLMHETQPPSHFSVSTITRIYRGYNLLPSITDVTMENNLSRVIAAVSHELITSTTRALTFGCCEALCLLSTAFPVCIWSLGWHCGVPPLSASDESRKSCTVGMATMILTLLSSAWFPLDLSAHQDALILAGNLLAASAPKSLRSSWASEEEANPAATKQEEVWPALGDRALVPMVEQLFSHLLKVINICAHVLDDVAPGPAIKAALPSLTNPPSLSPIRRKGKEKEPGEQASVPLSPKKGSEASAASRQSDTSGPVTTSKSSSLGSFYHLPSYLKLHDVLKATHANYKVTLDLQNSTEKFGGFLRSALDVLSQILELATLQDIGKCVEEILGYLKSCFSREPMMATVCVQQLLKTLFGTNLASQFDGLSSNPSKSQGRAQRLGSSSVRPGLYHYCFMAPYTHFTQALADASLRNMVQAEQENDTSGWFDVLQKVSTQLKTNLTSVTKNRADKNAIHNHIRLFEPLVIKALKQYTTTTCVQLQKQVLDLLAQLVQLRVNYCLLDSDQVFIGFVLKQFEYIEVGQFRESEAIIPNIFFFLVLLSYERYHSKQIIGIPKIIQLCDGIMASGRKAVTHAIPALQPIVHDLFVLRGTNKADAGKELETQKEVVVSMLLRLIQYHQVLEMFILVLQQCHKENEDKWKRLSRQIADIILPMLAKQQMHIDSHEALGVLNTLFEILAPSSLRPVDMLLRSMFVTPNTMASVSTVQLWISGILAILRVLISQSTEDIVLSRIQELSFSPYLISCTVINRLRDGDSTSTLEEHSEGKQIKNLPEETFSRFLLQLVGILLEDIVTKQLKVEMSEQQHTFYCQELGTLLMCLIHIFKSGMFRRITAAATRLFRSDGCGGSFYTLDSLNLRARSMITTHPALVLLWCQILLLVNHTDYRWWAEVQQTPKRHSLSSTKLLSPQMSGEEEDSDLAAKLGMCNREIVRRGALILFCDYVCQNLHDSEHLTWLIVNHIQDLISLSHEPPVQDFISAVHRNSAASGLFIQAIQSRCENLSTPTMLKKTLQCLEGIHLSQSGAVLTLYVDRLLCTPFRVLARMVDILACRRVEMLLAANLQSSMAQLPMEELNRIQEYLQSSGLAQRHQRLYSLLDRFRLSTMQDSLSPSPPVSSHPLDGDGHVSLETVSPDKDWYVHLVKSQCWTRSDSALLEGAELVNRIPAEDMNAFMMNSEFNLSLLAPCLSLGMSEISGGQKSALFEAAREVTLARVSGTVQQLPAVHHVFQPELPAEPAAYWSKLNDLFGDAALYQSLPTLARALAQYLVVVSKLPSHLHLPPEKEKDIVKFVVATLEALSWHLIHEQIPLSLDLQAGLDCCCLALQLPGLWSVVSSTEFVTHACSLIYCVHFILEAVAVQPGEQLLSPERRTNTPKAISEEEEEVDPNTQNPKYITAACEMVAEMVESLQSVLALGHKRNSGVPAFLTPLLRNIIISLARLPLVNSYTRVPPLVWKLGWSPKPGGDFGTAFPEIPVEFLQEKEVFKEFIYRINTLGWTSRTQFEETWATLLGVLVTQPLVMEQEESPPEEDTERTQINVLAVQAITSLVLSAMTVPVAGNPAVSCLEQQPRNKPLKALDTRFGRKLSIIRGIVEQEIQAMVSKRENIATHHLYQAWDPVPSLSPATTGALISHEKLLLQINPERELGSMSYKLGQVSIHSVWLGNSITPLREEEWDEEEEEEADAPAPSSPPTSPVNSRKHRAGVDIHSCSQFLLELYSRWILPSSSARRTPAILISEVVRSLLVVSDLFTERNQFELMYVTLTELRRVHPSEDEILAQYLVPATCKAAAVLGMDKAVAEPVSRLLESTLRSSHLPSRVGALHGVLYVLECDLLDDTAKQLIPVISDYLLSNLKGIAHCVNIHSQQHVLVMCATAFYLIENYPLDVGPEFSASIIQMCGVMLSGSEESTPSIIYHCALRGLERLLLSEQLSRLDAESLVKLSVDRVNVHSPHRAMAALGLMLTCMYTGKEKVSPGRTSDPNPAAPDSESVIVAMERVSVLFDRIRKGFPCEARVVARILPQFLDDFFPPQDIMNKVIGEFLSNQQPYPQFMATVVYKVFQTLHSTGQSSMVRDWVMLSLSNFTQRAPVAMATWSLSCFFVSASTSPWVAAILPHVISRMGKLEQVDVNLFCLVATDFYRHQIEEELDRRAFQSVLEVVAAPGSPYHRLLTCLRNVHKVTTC
* hit, by the source's call; i = inactive; . = no result given; + = active, no number; & = joins results of further samples. No stated cut-off is given here; in the data, active means inhibition above about 50%; inactive means the rest. A portion of the library, so the mix of outcomes need not match the whole.

Fields: Pf apPOL block | mHTT-CaM PPI inh
#1 CC1CCN(C(=O)c2cccc3c2-c2ccccc2/C3=N\O)CC1
    6 | i
#2 Cc1nc(-c2cccnc2)nc2c1CC(=O)N2Cc1cccs1
    -17 | 14
#3 COc1cccc(C(=O)Nc2cccn3nc(C4CC4)nc23)c1
    5 | 19
#4 CCC(C)NC(=O)NC1(C(F)(F)F)Oc2ccccc2O1 (configuration not stated)
    2 | -6
#5 CCOC(=O)c1sc(COc2cccc(Cl)c2)nc1C
    -4 | .
#6 O=c1[nH]c(=S)[nH]c(C(F)(F)F)c1Cc1ccc(Cl)c(Cl)c1
    -3 | .
#7 CC(=O)Nc1ccccc1NC(=O)C(c1ccccc1)c1ccccc1
    -10 | 1
#8 CC(=O)OCC(OC(C)=O)C(OC(C)=O)C(OC(C)=O)C(OC(C)=O)C(=O)Nc1ccccc1 (configuration not stated)
    0 | .
#9 CC(=O)Nc1c(C(=O)O)oc2ccc(Cl)cc12
    0 | 6
#10 c1cncc(-c2nc(C3CCCCC3)no2)c1
    -17 | 0
#11 Cc1ccsc1C=C1Oc2cc(OC(=O)C3CCCCC3)ccc2C1=O
    -2 | 2
#12 O=[N+]([O-])c1cc(C=Nc2ccc(F)c(Cl)c2)ccc1Cl
    4 | 1
#13 CCOc1ccccc1/C=C1/N=C(c2ccccc2)OC1=O
    -2 | 0
#14 N#Cc1ccccc1N1C(=O)Nc2cc(Cl)c(Cl)cc2N1O
    -3 | 1
#15 Cc1ccc(C2=NN3C(C2)c2ccccc2OC3c2ccccc2)o1 (configuration not stated)
    -8 | 30
#16 CC(C)NC(=O)Oc1ccccc1
    -1 | .
#17 Cc1ccc(C)c(NC(=O)Cn2cccc2-c2nnc(-c3ccccc3)o2)c1
    2 | 0
#18 CC1CCN(C(=O)C2CCN(S(=O)(=O)c3ccc(Br)cc3)CC2)CC1
    -1 | 9
#19 O=C(c1cnccn1)N1CCC(Oc2nc3ccccc3s2)CC1
    -14 | 2
#20 O=C(NCc1ccccc1F)C1CCN(c2cccc(Br)c2)C1=O (configuration not stated)
    -7 | -5
#21 COC(=O)c1ccc(C(=O)NCC2CCS(=O)(=O)C2)cc1 (configuration not stated)
    -7 | -5
#22 Cc1ccc(C(=O)Nc2cnc(-c3ccc(Cl)cc3)nc2)s1
    -1 | -4
#23 COc1cc(C(=O)NC(C)C(=O)NN)cc(OC)c1OC (configuration not stated)
    2 | -4
#24 CCCC12CN3CC(CCC)(CN(C1)C3c1ccc(C)cc1)C2=O (configuration not stated)
    3 | -11
#25 Cc1ccc(NC(=O)NCc2ccnc(N3CCSCC3)c2)cc1
    0 | 1
#26 NC(=O)c1sccc1Br
    -26 | .
#27 CCCCCCCCCCCC1=NCCN1CCO
    -11 | .
#28 O=S(=O)(N=C(c1ccccc1)N1CCOCC1)c1ccccc1
    0 | -6
#29 Cc1ccnc(N2CCC(C(=O)Nc3ccc(Br)c(C)c3)CC2)n1
    1 | -18
#30 O=c1n(-c2ccccc2)c(=O)n2n1C1c3ccccc3C2c2ccccc21
    1 | 7

Rewritten in markdown: 4 of the compounds above.
| nr | smiles | Pf apPOL block | mHTT-CaM PPI inh |
| --- | --- | --- | --- |
| 8 | CC(=O)OCC(OC(C)=O)C(OC(C)=O)C(OC(C)=O)C(OC(C)=O)C(=O)Nc1ccccc1 (configuration not stated) | 0 | . |
| 9 | CC(=O)Nc1c(C(=O)O)oc2ccc(Cl)cc12 | 0 | 6 |
| 10 | c1cncc(-c2nc(C3CCCCC3)no2)c1 | -17 | 0 |
| 11 | Cc1ccsc1C=C1Oc2cc(OC(=O)C3CCCCC3)ccc2C1=O | -2 | 2 |

Values by screen from the entries so far:
Entries 20–27 in Pf apPOL block read -7, -7, -1, 2, 3, 0, -26, -11

The list goes on.
Fields: Pf apPOL block | mHTT-CaM PPI inh
#31 CCn1cc(C(=O)Nc2ccc(O)c(-c3nc4cc(C)ccc4o3)c2)c(=O)c2ccc(C)nc21
    -5 | -11
#32 CN1CCN(c2nc3ccccc3nc2N2CCN(C)CC2)CC1
    -7 | -6&1
#33 COc1cc(C=O)ccc1OCCOc1c(C)cc(C)cc1C
    -6 | 0
#34 CCOC(=O)CSc1nnc(NC(=O)c2cccc([N+](=O)[O-])c2)s1
    -3 | -19
#35 Cc1ccc(CNC(=O)CCS(=O)(=O)Cc2cccc(Cl)c2)cc1
    -17 | 1
#36 CCOC(=O)c1cnn(C)c1NS(=O)(=O)c1ccc(Cl)cc1
    -12 | .
#37 Cc1ccc(S(=O)(=O)Cc2nc(-c3ccccc3Cl)no2)c(C)c1
    0 | -34
#38 N#Cc1c(-c2ccc(Nc3ccccc3)cc2)nn(-c2ccccc2)c1N
    2 | 53*
#39 COc1cc(C2C(C(=O)Nc3ccccn3)=C(C)NC3=C2C(=O)CC(C)(C)C3)ccc1O (configuration not stated)
    2 | 1
#40 CCOc1cc(CN2CCN(c3ccc(F)cc3)CC2)ccc1OC
    -1 | 5
#41 Cc1ccc(-c2nnc(CSC3CCS(=O)(=O)C3)o2)o1 (configuration not stated)
    . | -1
#42 CC1CCCCC1NS(=O)(=O)c1ccc(F)c(C(=O)Nc2ccc(Cl)cc2F)c1 (configuration not stated)
    -1 | 5
#43 O=C(CCC1CCCN(C(=O)Nc2ccc(F)cc2)C1)NCc1ccc2c(c1)OCO2 (configuration not stated)
    -5 | -3
#44 COc1ccc2c(c1OC)C(=O)N(c1nc(-c3ccccc3)cs1)C2=O
    -9 | -5
#45 Cc1ccc(-n2c(SCC(=O)NCc3ccc(F)cc3)nc3c(c2=O)SCC3)cc1
    -1 | -13
#46 O=C(Nc1cccnc1)C1CC(c2ccc(Cl)cc2)=NO1 (configuration not stated)
    -5 | -7
#47 CC(=O)c1sc(NC(=O)C2CCCCC2)nc1C
    -10 | -5
#48 COc1ccc(-c2cn3c4c(=O)n(C)c(=O)n(C)c4nc3n2CCc2ccccc2)cc1
    0 | 5
#49 Cc1cccc(NC(=O)C2CCN(c3ncc(-c4ccccc4)cn3)CC2)c1
    1 | -8
#50 O=C(NCC1CCCO1)c1cc2n(n1)C(C(F)(F)F)CC(c1ccc(Cl)cc1)N2 (configuration not stated)
    -4 | 12
#51 O=[N+]([O-])c1ccc2c(c1)CCN2C(=S)Nc1ccccc1Cl
    0 | .
#52 O=C(NCc1cccnc1)/C(=N\O)c1ccccn1
    11 | +
#53 COc1ccc(-n2nc3c(c2NC(=O)c2ccc(C(C)(C)C)cc2)CS(=O)C3)cc1 (configuration not stated)
    -6 | 35
#54 O=c1[nH]c(=S)ccn1C1OC(CO)C(O)C1O (configuration not stated)
    -5 | .
#55 CC(C)(C)c1cc(C(=O)Oc2ccc(Cl)cc2)n(Cc2ccccc2)n1
    5 | .
#56 CC1Cc2cc(-c3cc(CC(=O)NCc4ccco4)no3)ccc2O1 (configuration not stated)
    -5 | -7
#57 O=C(NC(=C(Cl)Cl)S(=O)(=O)c1ccc(Cl)cc1)c1ccc(Cl)cc1
    1 | 4
#58 CC(=O)NC(Cc1c[nH]c2ccccc12)C(N)=O (configuration not stated)
    -4 | -6
#59 COc1ccc2cc(C(=O)Nc3ccccc3)c(=Nc3ccc(C#N)cc3)oc2c1
    -16 | 8
#60 COc1cc(C(F)(F)F)c2ccc3c(C)c(C)n(C)c3c2n1
    -4 | -14
#61 O=C(CSc1ccccn1)N1CCN(C(=O)CSc2ccccn2)CC1
    21&-10 | -2&-4
#62 CS(=O)(=O)Cc1ccccc1
    -6 | -4
#63 O=C1C2C3C=CC(O3)C2C(=O)N1c1ccccc1Cl (configuration not stated)
    2 | 0
#64 O=C(NC1CCCC1)C1c2ccccc2C(=O)N1Cc1ccc(F)cc1Cl (configuration not stated)
    -18 | 14
#65 Cn1c(CNc2cc(Cl)ccc2Cl)nc2ccccc21
    -3 | -4
#66 COc1ccc(-c2ncc3ccccn23)cc1OC
    -2 | 4
#67 CCc1nnc(NC(=O)CSc2nc3c(c(=O)n2-c2ccc(F)cc2)SCC3)s1
    -3 | -13
#68 CC(C)CN1C(=O)c2ccc(C(=O)Nc3nccs3)cc2C1=O
    -4&2 | -6&5
#69 Cc1cc2nc(-c3ccc(NC(=O)c4ccccc4)cc3O)oc2cc1C
    -10 | 0
#70 Cn1nc(C(=O)NCc2cccs2)ccc1=O
    -7 | -17
#71 CCSc1nnc2c(n1)OC(c1cccc([N+](=O)[O-])c1)Nc1ccccc1-2 (configuration not stated)
    2 | -1
#72 Cc1noc(-c2nn(C)c3c2CN(C(=O)CSc2ccccc2)CC3)n1
    -4 | -4
#73 COc1ccc(NS(=O)(=O)c2cc(-c3nn(C)c(=O)c4ccccc34)ccc2C)cc1
    5 | 4
#74 O=C(CSc1nnnn1-c1ccccc1)NCCc1ccc2c(c1)OCCO2
    -6 | 7
#75 COc1cccc(OC)c1C(=O)NCC1COC2(CCCCC2)O1 (configuration not stated)
    -6 | -9
#76 O=C(c1ccc(Br)o1)N1CCC(Cc2nnc(-c3ccccc3)o2)CC1
    -4 | 4
#77 Cc1cccc(C(=O)Nc2nc(C)cc(C)n2)c1
    3 | -4
#78 COc1ccc(NC(=O)c2ccc(C)c(Cl)c2)cc1
    -1 | -6
#79 COC(=O)Oc1nsnc1N1CCOCC1
    . | -2
#80 Cc1ccc(S(=O)(=O)N2CCN(S(=O)(=O)c3ccc(C)c(C)c3C)C(C)C2)c(C)c1C (configuration not stated)
    2 | -4
#81 O=C(Cn1c(=O)cnc2cccnc21)Nc1ccc(Cl)cc1C(F)(F)F
    1 | -1
#82 COc1ccc(C=C2CCC(=Cc3ccc(OC)c(OC)c3)C2=O)cc1OC
    0 | .
#83 O=C(O)C1CC(=O)N(c2ccccc2)C1 (configuration not stated)
    2 | -2
#84 COc1ncccc1CNC(=O)c1cc(F)ccc1Cl
    -6 | -5
#85 O=C1CN(C(=O)c2c(F)cccc2Cl)C(c2ccccc2)c2cc(Br)ccc2N1 (configuration not stated)
    -2 | 33
#86 O=C(CSc1nc2ccccc2[nH]1)Nc1ncc([N+](=O)[O-])s1
    9 | 8
#87 Cc1ccc(OCCSc2ncnc3nc[nH]c23)c(C(C)C)c1
    3 | 8
#88 C=CCOc1ccc(C2C(=C(O)c3ccc(OC)cc3)C(=O)C(=O)N2CCN(C)C)cc1 (configuration not stated)
    1 | 6
#89 CCC1c2ccc(C)n2CCN1C(=O)Nc1cc(OC)ccc1OC (configuration not stated)
    -3 | 18
#90 COc1ncc(C(=O)N2CCN(c3ccc(C)cc3)CC2)cn1
    -2 | 4

Full records from above:
O=C(NCc1cccnc1)/C(=N\O)c1ccccn1 across the screens: Pf apPOL block = 11; mHTT-CaM PPI inh = +
CC(=O)Nc1c(C(=O)O)oc2ccc(Cl)cc12 across the screens: Pf apPOL block = 0; mHTT-CaM PPI inh = 6

(cont.)
Fields: Pf apPOL block | mHTT-CaM PPI inh
#91 CCCC(=O)Nc1ccc(NC(=O)COc2ccc(Br)cc2)cc1
    -4 | 1
#92 Cc1ccc(NC(=O)N2CCc3nc(CNC(=O)C4CCC4)n(C)c3C2)cc1
    -7 | 6
#93 CCOc1cc(OCC)cc(C(=O)Nc2cc(-c3nc4ncccc4o3)ccc2C)c1
    2 | 1
#94 Cc1cccc(C(C)(C)C)c1OCCOCCn1ccnc1
    1 | 9
#95 CCOc1ccccc1CN1C(=O)CCC1(C)C(=O)NC1CCCCCCC1 (configuration not stated)
    -28 | 8
#96 Cc1cc(C)c2nc3s/c(=C\c4ccc(O)cc4)c(=O)n3c2c1
    3 | 9
#97 COc1ccc(OC)c(C2=NOC(C(=O)N3CCC(Cc4ccccc4)CC3)C2)c1 (configuration not stated)
    -4 | 3
#98 O=S(=O)(c1ccc(F)cc1)N1CCN(Cc2ccc3c(c2)OCO3)CC1
    -9&-8 | 1&2
#99 CC(C)Cn1cc(C(=O)NCCc2ccc(Cl)cc2)c2c3ccccc3n(C)c2c1=O
    4 | 0
#100 CSC(=NCc1ccco1)Nc1ccc(Cl)cc1
    -6 | .
#101 COc1ccc2nc(C=C3Oc4cc(O)ccc4C3=O)ccc2c1
    10 | 1
#102 COc1ccccc1N1CCN(C(=O)c2ccc(-c3cccs3)nc2)CC1
    -5 | 31
#103 O=C(NCc1cccs1)C(=O)Nc1c2c(nn1-c1cccc(Cl)c1)CSC2
    -5 | 69*
#104 O=C(Nc1cccc(C(F)(F)F)c1)O[C@H]1CCC12CCC(c1ccccc1)CC2 (some centres not stated)
    -6 | -44
#105 COc1ccc(CN2[C@@H](CC(=O)O)c3ccc(C(F)(F)F)cc3S2(=O)=O)cc1
    -3 | 0
#106 CCOC(=O)c1nc(-c2ccccc2)sc1C(=O)C=CN(C)C
    -9 | .
#107 O=C(Nc1ccc(N2CCOCC2)cc1)c1cn2c(n1)CCCC2
    -1 | 8
#108 CCCCNC(=O)Nc1ccccc1Oc1ccccc1
    -14 | .
#109 Cn1c(C2CCN(S(=O)(=O)c3ccc(F)c(Cl)c3)CC2)cc(=O)n2nccc12
    -1 | 14
#110 O=C(CN1CCCCC1)Nc1ncc(Cc2ccc(Br)cc2)s1
    -1 | -2
#111 Nc1cc(-c2cccs2)[nH]n1
    . | -1
#112 O=C(Nc1ccc([N+](=O)[O-])cc1)c1cccc(S(=O)(=O)N2CCOCC2)c1
    -10 | 0
#113 COc1ccc(CNC(=O)c2cn3c(n2)CCCC3)cc1OC
    -6 | 0
#114 O=C(O)c1cc2n(n1)C(C(F)(F)F)CC(c1ccc(Cl)cc1)N2 (configuration not stated)
    5 | 2
#115 COc1cccc(OCC(=O)NC2CC(O)C(CO)C2)c1 (configuration not stated)
    -5 | -3
#116 Cc1ccccc1-c1noc(-c2cccc([N+](=O)[O-])c2)n1
    -3 | 8
#117 O=C(O)c1cscc1Sc1ccc(Cl)cc1
    -1 | .
#118 O=C(Nc1ccc2c(c1)CCC2)N1CC2CC(NS(=O)(=O)c3cccs3)C1C2 (configuration not stated)
    -2 | 16
#119 O=C(O)CCC(C(=O)O)N1C(=O)c2c(Cl)c(Cl)c(Cl)c(Cl)c2C1=O (configuration not stated)
    -3&-2 | 6&3
#120 CCN1CCCn2nc(C3CCN(C(=O)c4ccc5c(c4)OCO5)CC3)cc2C1=O
    -3 | -12
#121 COc1ccccc1CNC(=O)CSc1ccc(Cl)cc1
    -2 | -6
